Screens from PubChem BioAssay.
L3MBTL1 inh – L3MBTL1 (human) inhibition; Q9Y468; AlphaScreen L3MBTL1–H3K9me1 peptide binding; Potency, µM (doses to about 57.1 µM), for inactives: top-dose activity, negative = inhibition, hits mostly inhibitors; 230,000 compounds, 0.66% hits; AID 485360; active = well fitted inhibition curve with a large enough effect; inconclusive = small, poorly fitted or top-dose-only effect; inactive = no such curve, though single readings can be large or run the other way; note: nearly all actives have a fitted effect of over 60% in size
Target sequence (Q9Y468 whole entry, looked up): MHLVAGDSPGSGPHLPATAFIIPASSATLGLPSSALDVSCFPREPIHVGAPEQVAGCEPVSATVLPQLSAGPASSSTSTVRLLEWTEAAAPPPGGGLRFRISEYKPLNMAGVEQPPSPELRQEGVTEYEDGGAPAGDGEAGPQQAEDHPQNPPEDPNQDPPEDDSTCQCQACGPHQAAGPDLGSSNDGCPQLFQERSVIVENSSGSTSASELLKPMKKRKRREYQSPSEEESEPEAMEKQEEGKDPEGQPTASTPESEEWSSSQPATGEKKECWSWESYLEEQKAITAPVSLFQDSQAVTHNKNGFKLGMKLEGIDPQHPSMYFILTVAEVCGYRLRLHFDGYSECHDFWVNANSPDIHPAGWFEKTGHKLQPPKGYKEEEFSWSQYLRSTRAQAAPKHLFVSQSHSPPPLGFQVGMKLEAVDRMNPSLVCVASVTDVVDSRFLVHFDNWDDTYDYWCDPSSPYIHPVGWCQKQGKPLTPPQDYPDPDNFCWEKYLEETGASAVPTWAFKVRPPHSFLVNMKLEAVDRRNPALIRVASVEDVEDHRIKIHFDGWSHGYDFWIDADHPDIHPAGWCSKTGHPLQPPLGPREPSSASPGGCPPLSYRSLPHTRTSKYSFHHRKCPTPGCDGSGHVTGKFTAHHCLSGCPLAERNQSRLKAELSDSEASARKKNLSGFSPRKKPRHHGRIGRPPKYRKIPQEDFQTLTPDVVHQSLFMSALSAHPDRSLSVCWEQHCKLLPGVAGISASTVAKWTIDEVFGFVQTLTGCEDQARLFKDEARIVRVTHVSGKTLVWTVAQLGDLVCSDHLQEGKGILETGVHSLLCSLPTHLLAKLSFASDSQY
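First, the protein-peptide complex forms for 30 min at room temperature (L3MBTL1 50 nM, biotinylated H3K9me1 peptide 75 nM). Next, compounds are pin-transferred and incubated 30 min. Finally, AlphaScreen beads are added and read after 30 min.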
Starred values were filed as active, the others as inactive; ? = inconclusive; [ ] = remark or other dose. % is set by controls: 0 for no effect and ±100 for the full control effect; potency is the fitted concentration of half-maximal effect. Some of the compounds tested (hit frequency here may not be typical).

SMILES	L3MBTL1 inh
C[C@@]12C(=O)N(CC3CCCO3)CC(=O)N1[C@H]1c3ccccc3OC[C@@H]1[C@@H]2c1ccccc1 (stereo partly specified)	-7%
O=C1CN(C(=O)COc2ccc([N+](=O)[O-])cc2Cl)c2ccccc2N1	-8%
C=C1c2cccc(C(F)(F)F)c2O[C@H](C(=O)OCC)[C@H]1OC	-5%
COCCn1c(SC(C)C(=O)NC2CCCCC2C)nc2ccccc2c1=O (stereo unspecified)	3%
Cc1noc(C)c1CSCC(=O)Nc1ccccc1N1CCCCC1	7%
CCc1ccc(C(=O)CN2C(=O)NC3(CCOc4ccccc43)C2=O)s1 (stereo unspecified)	-9%
O=C(O)c1cccc(S(=O)(=O)Nc2cccc(S(=O)(=O)Nc3ccc(Br)cc3)c2)c1	-9%
O=C(NCC(c1cccs1)N1CCOCC1)c1cc(=O)[nH]c2ccccc12 (stereo unspecified)	1%
O=C(/C=C/c1cccc([N+](=O)[O-])c1)OCC(=O)N1CCN(C(=O)c2ccco2)CC1	-5%
Cc1cccc(CNc2ncnc3ccc(-c4cccc(Cl)c4)cc23)c1	-4%
COc1ccc(N2CCN(C(=O)[C@H](C)N3C(=O)C4CC=CCC4C3=O)CC2)cc1 (stereo partly specified)	-3%
Cc1ccc(C)c(OCCC(=O)Nc2cccc(S(=O)(=O)NC3=NCCCCC3)c2)c1	-2%
O=C(NN=C(c1ccccc1)c1ccccn1)c1ccccc1	-15%
CC(=O)Nc1cccc(NC(=O)CSc2nc(=O)n(Cc3ccccn3)c3c2CCC3)c1	-4%
O=C(COC(=O)c1ccc(Br)o1)NCCNC(=O)COC(=O)c1ccc(Br)o1	2%
O=C(COC(=O)c1cccc(Cl)c1)NC1CCCCCCC1	45%[activator]
CC(=O)N1CCN(C(=O)c2cccc(S(=O)(=O)N3CCOCC3)c2)CC1	0%
CCOc1ccccc1N1CCN(C(=O)c2cccc(S(=O)(=O)N3CCOCC3)c2)CC1	7%
Cc1cc(C)c2nc(N(CCCN(C)C)C(=O)c3ccc4c(c3)CCCC4)sc2c1	-9%
COc1ccccc1C(=O)NCCC(=O)N(C)CC(=O)Nc1c(Cl)cccc1Cl	-6%
Cc1cc(NS(=O)(=O)c2ccc(NC(=O)Cc3ccc(Cl)c(Cl)c3)cc2)no1	2%
CC1CCN(C(=O)c2[nH]cnc2C(=O)NCc2ccc(CNC(=O)OC(C)(C)C)cc2)CC1	1%
Cc1cccc(NC(=O)COC(=O)c2n[nH]c3ccccc23)c1C	-6%
Nc1cccc(C#Cc2ccc3c(c2)C(=O)/C(=C/c2ccsc2)O3)c1	-22%
CCN(CC)S(=O)(=O)c1ccc(N2CCCC2)c(NC(=O)C2CSC3(C)CCC(=O)N23)c1 (stereo unspecified)	-6%
Continuation.
SMILES	L3MBTL1 inh
COc1cc(/C=C/C(=O)OCC(=O)NCC2CCCCC2)ccc1O	2%
O=C(Cn1nc(-c2cccc(Cl)c2)ccc1=O)NCC1COCCO1 (stereo unspecified)	2%
O=C(COC(=O)CNC(=O)c1ccc(Cl)cc1Cl)NNC(=O)c1ccccc1	0%
O=C(COC(=O)c1cc(=O)[nH]c2ccccc12)Nc1ccc(Cl)cn1	0%
CN(C(=O)COc1ccc(Cl)cc1)C1(C)CCS(=O)(=O)C1 (stereo unspecified)	0%
CCCN(CC(=O)Nc1ccccc1C)C(=O)C1CCN(S(=O)(=O)c2ccccc2C(F)(F)F)CC1	2%
Cc1cc(NC(=O)CSCC(=O)Nc2cccc(S(=O)(=O)N3CCCCCC3)c2)no1	-11%
Cc1ccc(C(C)C)c(OCC(=O)N2CCN(c3ncccn3)CC2)c1	12%
CC(=O)N1CCN(C(=O)c2ccc(-c3cccc(C(F)(F)F)c3)o2)CC1	-4%
COCC(=O)N(C)C[C@H]1N[C@@](C)(C(=O)OC)[C@H]2C(=O)N(Cc3ccccc3)C(=O)[C@@H]12	8%
CCN(C[C@H]1N[C@@](C)(C(=O)OC)[C@H]2C(=O)N(C)C(=O)[C@@H]12)C(=O)Nc1ccc(OC)cc1	8%
CC(C#N)Sc1ccc(S(=O)(=O)N(C)C2CCCCC2)cn1 (stereo unspecified)	0%
COc1cc(C(=O)N[C@H](C(=O)OCC(=O)NC2CCCCCC2)C(C)C)cc(OC)c1OC	1%
CCc1ccc(NC(=O)C(=O)NCC2CCCN2S(=O)(=O)c2cccs2)cc1 (stereo unspecified)	-2%
Cc1cc(C(=O)NNC(=O)c2cccc([N+](=O)[O-])c2)n[nH]1	3%
Cc1cccc(NC(=O)CN(CC2CCCO2)C(=O)c2oc3ccccc3c2C)c1C (stereo unspecified)	-20%
O=C(NCCNc1ccc(Cl)cc1[N+](=O)[O-])c1ccccc1F	-6%
C[C@]12c3[nH]c4cc(-c5ccco5)ccc4c3CCN1C(=O)[C@@H](CC(=O)NCCc1ccccn1)C[C@@H]2C(=O)N1CCCCC1	?
CC[C@]12c3[nH]c4cc(CCC(=O)N(C)C)ccc4c3CCN1C(=O)[C@@H](CC(=O)NCc1cccc(C(F)(F)F)c1)C[C@@H]2C(=O)N1CCN(C(=O)C2CC2)CC1	9%
O=C(CSc1ccc(Cl)cc1)OCC(=O)N1CCN(c2ccccc2)CC1	-2%
CN(C)S(=O)(=O)c1ccc(C(=O)OCC(=O)c2csc(N3CCCCC3)n2)cc1	?
Cc1nnc2c(SC(C)C)nc3ccccc3n12	2%
CC(=O)Nc1sc(C)c(C)c1C(=O)OCC(=O)N(C)c1c(N)n(Cc2ccccc2)c(=O)[nH]c1=O	4%
CN(C(=O)c1ccc(NC(=O)Cc2ccc(NC(=O)C3CCCN(C(=O)C4CC4)C3)cc2)cc1)C1CC1 (stereo unspecified)	4%
COc1ccc(Cl)cc1NC(=O)CN(C)C(=O)c1cc(-c2cccs2)nn1-c1ccccc1	-12%
Next records:
SMILES	L3MBTL1 inh
COc1ccccc1NC(=O)C(C)OC(=O)C1COc2ccccc2O1 (stereo unspecified)	-5%
Cc1cc(C(=O)Cn2cnc3cc(F)ccc3c2=O)c(C)n1C1CC1	-6%
COc1ccc(NC(=O)CN(C)C(=O)c2ccc(COc3ccccc3)cc2)cc1	0%
Cc1sc2ncnc(SCC(=O)N3CCCC(C(N)=O)C3)c2c1C (stereo unspecified)	-5%
COc1ccc(NC(=O)CN(C)C(=O)c2csc3c2CCCC3)cc1	4%
Cc1nnc(SCC(=O)Nc2ccc(N3CCOCC3)cc2)n1Cc1ccccc1	0%
CCCCNC(=O)COn1nnc2ccc(S(=O)(=O)N3CCOCC3)cc21	11%
CCc1noc(C)c1C(=O)NCCc1c[nH]c2ccccc12	-9%
CSc1ccc(Cl)c(C(=O)N2CCN(c3ncccn3)CC2)c1	-6%
COC(=O)c1ccc(OCC(=O)NC2CCCCCCC2)cc1	5%
O=C(/C=C/c1ccc(F)cc1)Nc1cccc(S(=O)(=O)N2CCOCC2)c1	-4%
COc1ccc(CCNC(=O)COC(=O)c2ccc([N+](=O)[O-])o2)cc1	-19%
N#Cc1ccc(C(=O)OCC(=O)NC(=O)NC2CCCCC2)cc1	-1%
COc1cccc(CNC(=O)COC(=O)c2ccc(Cl)s2)c1	5%
CC(NCC(=O)Nc1ccccc1C(=O)NC1CC1)c1ccc(F)cc1F (stereo unspecified)	-5%
O=C(CCN1CCN(c2ccccc2)CC1)NNC(=O)Cc1ccc(Br)cc1	-6%
O=C(Nc1nc2cc3c(cc2s1)OCCO3)C1CCCCC1	0%
O=C(COc1ccc(S(=O)(=O)N2CCCC2)cc1[N+](=O)[O-])N1CCCC1	8%
COc1ccc(C=NNC(=O)c2ccccc2NS(=O)(=O)c2cccs2)cc1O	3%
O=C(Nc1ccc(S(=O)(=O)Nc2ncccn2)cc1)C12CC3CC(CC(Cl)(C3)C1)C2	-10%
O=C(CSc1nc2ccccc2c(=O)n1CCCO)NC1CC1	8%
O=C(COC(=O)c1ccc(Cl)cc1Cl)Nc1cccc(S(=O)(=O)NC2=NCCC2)c1	2%
CCCCn1c(CCl)nc2cc(S(=O)(=O)N3CCOCC3)ccc21	7%
CC(C)N(C(=O)CN1CCN(S(=O)(=O)c2ccc(Br)s2)CC1)C(C)C	-2%
Cc1noc(C)c1C(=O)Nc1sccc1C(N)=O	-2%

Sorted by length of the SMILES (largest number first): part of the list above.
SMILES	L3MBTL1 inh
O=C(Nc1ccc(S(=O)(=O)Nc2ncccn2)cc1)C12CC3CC(CC(Cl)(C3)C1)C2	-10%
O=C(COC(=O)c1ccc(Cl)cc1Cl)Nc1cccc(S(=O)(=O)NC2=NCCC2)c1	2%
O=C(COc1ccc(S(=O)(=O)N2CCCC2)cc1[N+](=O)[O-])N1CCCC1	8%
CC(C)N(C(=O)CN1CCN(S(=O)(=O)c2ccc(Br)s2)CC1)C(C)C	-2%
COc1ccc(NC(=O)CN(C)C(=O)c2ccc(COc3ccccc3)cc2)cc1	0%
COc1ccc(C=NNC(=O)c2ccccc2NS(=O)(=O)c2cccs2)cc1O	3%
O=C(CCN1CCN(c2ccccc2)CC1)NNC(=O)Cc1ccc(Br)cc1	-6%
CCCCNC(=O)COn1nnc2ccc(S(=O)(=O)N3CCOCC3)cc21	11%
Cc1cc(C(=O)Cn2cnc3cc(F)ccc3c2=O)c(C)n1C1CC1	-6%
COc1ccc(NC(=O)CN(C)C(=O)c2csc3c2CCCC3)cc1	4%
N#Cc1ccc(C(=O)OCC(=O)NC(=O)NC2CCCCC2)cc1	-1%
CSc1ccc(Cl)c(C(=O)N2CCN(c3ncccn3)CC2)c1	-6%
COc1cccc(CNC(=O)COC(=O)c2ccc(Cl)s2)c1	5%
CCc1noc(C)c1C(=O)NCCc1c[nH]c2ccccc12	-9%
O=C(CSc1nc2ccccc2c(=O)n1CCCO)NC1CC1	8%
Cc1noc(C)c1C(=O)Nc1sccc1C(N)=O	-2%

Next part
SMILES	L3MBTL1 inh
COc1ccc2[nH]c3c(c2c1)CCN1C(=O)C(CC(=O)NCCN2CCOCC2)C[C@H](C(=O)N2CCCCC2)[C@@]31C (stereo partly specified)	0%
COc1ccc(C(=O)NCC(c2ccco2)N2CCc3ccccc32)cc1 (stereo unspecified)	-2%
CC(=O)Nc1ccc(SCC(=O)NC(=O)c2ccc(S(=O)(=O)N(C)C)cc2)cc1	7%
CCN(CC(=O)Nc1cc(Cl)ccc1C)C(=O)Cc1sc(C)nc1-c1ccc(F)cc1	-5%
Cc1onc(-c2ccc3c(c2)OCO3)c1-c1ccc2[nH]ccc2c1	-5%
CC(OC(=O)c1cccc(S(=O)(=O)N2CCCC2)c1)C(=O)NC1CCCCC1C (stereo unspecified)	5%
COc1ccc(-c2ccc3c(=O)cc(-c4ccsc4)oc3c2)cn1	0%
C=CCC[C@H](Cc1ccc(F)cc1)C(=O)OC[C@@H](C)NC(=O)[C@H](CC=C)CC(=O)NCCO	5%
N#Cc1ccc(CN2CCN(CC(=O)Nc3ccccc3C(=O)NC3CC3)CC2)cc1	-1%
Cc1ccc(S(=O)(=O)N2CCC(C(=O)N/N=C/c3cccn3C)CC2)cc1	-11%
CC1CCCCC1NC(=O)Cn1cc([N+](=O)[O-])ccc1=O (stereo unspecified)	4%
CN(CC(=O)Nc1ccccc1C(F)(F)F)C(=O)c1cc2c(s1)CCCCC2	3%
Cc1ccc(S(=O)(=O)N2CCCCC2)cc1C(=O)NCCC1=CCCCC1	7%
COc1ccccc1-c1noc(COC(=O)c2ccc(Br)o2)n1	6%
O=C(CCN1CCOCC1)NNC(=O)c1ccc(Cl)c([N+](=O)[O-])c1	3%
CCOc1cc(N2CCOCC2)c(OCC)cc1NC(=O)CN1C(=O)N(C)C2(CCCCC2)C1=O	-9%
CCn1c(SCC(=O)N(C)CC(=O)Nc2ccc(OC)cc2)nnc1-c1ccco1	-2%
CC(C)(O)/C=C/C[C@](C)(O)C1CC[C@]2(C)C1[C@H](O[C@H]1O[C@@H](CO)[C@H](O)[C@@H](O)[C@@H]1O)CC1[C@@]3(C)CC[C@H](O)C(C)(C)C3[C@@H](O)C[C@]12C (stereo partly specified)	8%
COc1ccc2c(C(=O)NCc3ccc4c(c3)OCO4)c(-c3ccc(S(C)(=O)=O)cc3)sc2c1	-3%
CCN(C[C@H]1N[C@@](CC)(C(=O)OC)[C@H]2C(=O)N(C)C(=O)[C@@H]12)S(=O)(=O)c1ccc(OC(F)(F)F)cc1	0%
COc1ccc(CC(=O)N[C@@H]2c3ccccc3CC[C@@H]2OCc2ccccc2)cc1	-2%
CC(C)OCc1ccc(C(=O)N2CCN(S(=O)(=O)c3ccc(Br)s3)CC2)cc1	1%
Cc1cccc(C(=O)NNC(=O)c2ccc(NS(=O)(=O)c3cccs3)cc2)c1C	1%
COc1ccc(CCNC(=O)COC(=O)/C=C/c2ccc3c(c2)OCO3)cc1OC	35%[activator]
COc1ccc(S(=O)(=O)N2CCCCC2)cc1NC(=O)CCCOc1ccccc1	-4%
Continuation.
SMILES	L3MBTL1 inh
CC(C)(Oc1ccc(Cl)cc1)C(=O)NCC(c1cccs1)N1CCOCC1 (stereo unspecified)	13%
O=C(COC(=O)c1ccc(Cl)nc1)NNC(=O)c1ccc(Cl)cc1	4%
CN(Cc1cccc(Cl)c1Cl)C(=O)c1cc(S(=O)(=O)N2CCOCC2)ccc1F	5%
COc1ccccc1C(CNC(=O)c1ccc(-c2ccccc2Cl)o1)N1CCCC1 (stereo unspecified)	-1%
COc1ccccc1NC(=O)c1ccc(NC(=O)c2nc3nccc(C)n3n2)cc1	9%
O=C(NCCN1C(=O)S/C(=C\c2ccccc2F)C1=O)C1CC(=O)N(Cc2ccccc2)C1 (stereo unspecified)	1%
CCOc1ccc(NC(=O)CN(C)C(=O)c2ccc3nc(CC)c(CC)nc3c2)cc1OCC	-1%
CS(=O)(=O)c1ccc(C(=O)OCC(=O)N2CCCc3ccccc32)cc1	0%
O=C(COc1ccc(-n2cnnn2)cc1)Nc1ccc(Br)cc1F	-4%
